IL2 activator – qHTS of IL-2 Activators; activation, % (series mostly up to about 46 µM); 360,000 tested, 0.065% active; IL-2 activation reporter assay, cell-based qHTS; stimulated with anti-CD3/CD4/CD28 beads; in transgenic mouse T cells; in the data active = activation above about 50%; inconclusive = mostly about 30% to 49%; also: 0% is about no effect
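Readout: EGFP and DsRed signals by fluorescent plate cytometry. Unstimulated transgenic mouse T cells received compound 60 min before antibody-bead stimulation, then incubated 18 h at 37 degrees C.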
Nrf2 block – Nrf2 qHTS screen for inhibitors; AID 504444, 2011; Potency, µM (series often up to 46 µM), inactives show top-dose activity change, negative = inhibition, most hits filed as inhibitors; 360,000 tested, 2.1% active; A549 ARE-Fluc reporter, luciferase luminescence, 18-24 h; also: potency is read from the fitted curve at half-maximal effect; % is scaled to controls: 0 for no effect and ±100 for the full control effect; nearly all actives have a fitted effect of over 60% in size
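Cells were seeded and rested 2 h, then exposed to compounds for 18-24 h. CellTiter-Fluor was read first as a viability measure. BugLite was added 15 min before the final luminescent read of ARE-luciferase activity in A549 cells.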
ATXN2 expr inh – Primary qHTS for Inhibitors of ATXN expression | HEK-293 ATXN2-luciferase reporter, luminescence, 24 h | Potency, µM (doses to about 57 µM), for inactives: at the top dose activity change, negative = inhibition, most hits filed as inhibitors | 360,000 tested, 0.72% active | AID 1745845, 2022; also: potency is read from the fitted curve at half-maximal effect; % is scaled to controls: 0 for no effect and ±100 for the full control effect; nearly all actives have a fitted effect of over 55% in size
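qHTS (up to 57 uM final) was run with 24 h compound exposure of reporter cells at 37 °C. Each well was multiplexed: SteadyGlo luminescence measured ATXN2-luciferase expression after a fluorogenic Gly-Phe-AFC viability readout (25 uM final).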
Nrf2 activator – qHTS of Nrf2 Activators | AREc32 ARE-luciferase reporter (MCF7-derived line), luminescence, 24 h | Potency, µM (doses to about 46.1 µM), without a hit: top-dose activation, actives largely listed as activators | 410,000 tested, 0.31% active; also: potency is read from the fitted curve at half-maximal effect; % of control where 0% means no effect; nearly all actives have a fitted effect of over 65% in size
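For detection, Steady-Glo was added and plates sat 30 min at RT; before that, AREc32_Fluc cells grown overnight in OPTI-MEM/5% FBS had been treated with 23 nL compound for 24 hr at 37 deg C.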
S2 tox – Viability Counterscreen for Primary qHTS for Inhibitors of ATXN expression | S2 cells (HEK-293 line with an ATXN2-luciferase reporter) viability, CellTiter-Fluor protease fluorescence, 24 h | Potency, µM (titrated, usually from 56.7 µM), hits mostly cytotoxic | 400,000 tested, 0.49% active | AID 651635, 2014; also: potency is read from the fitted curve at half-maximal effect; nearly all actives have a fitted effect of over 40% in size
A549 tox – Nrf2 qHTS screen for inhibitors: counterscreen for cytotoxicity; Potency, µM (doses to about 46 µM), for inactives: at the top dose activity change, negative = cytotoxicity, hits mostly inhibitors; A549 ARE-Fluc cells, CellTiter-Fluor viability, 18-24 h; 390,000 tested, 0.16% active; also: potency is read from the fitted curve at half-maximal effect; % is scaled to controls: 0 for no effect and ±100 for the full control effect
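A549 ARE_Fluc cells in 5% FBS OPTI-MEM were exposed to compounds in concentration-response for 18-24 h at 37 deg C. Viability was read by CellTiter-Fluor fluorescence (Ex 405/Em 525) after 30 min, before the luciferase read.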
TGFb SMAD3 inh – qHTS for Inhibitors of TGF-b. HepG2 CAGA-GFP TGF-b/SMAD3 reporter, GFP fluorescence, 18 h; TGF-beta stimulated, 500 pg/mL final. AID 588855, 2011. Potency, µM (top dose mostly 46.1 µM), inactives show at the top dose activity, negative = inhibition, actives largely listed as inhibitors. 410,000 tested, 1.2% active; also: potency is read from the fitted curve at half-maximal effect; % is scaled to controls: 0 for no effect and ±100 for the full control effect; nearly all actives have a fitted effect of over 65% in size
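Inhibition of TGF-beta-driven CAGA-GFP reporter expression in HEPG2 cells is measured by cellular GFP fluorescence after 18 h stimulation with 500 pg/mL recombinant TGF-beta in 1% FBS medium at 37 degrees C.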
EPAC2 ag – qHTS for Agonist of cAMP-regulated guanine nucleotide exchange factor 4 (EPAC2): primary screen | EPAC2 activation, biochemical qHTS; response scale: 100% = 6.5 mM cAMP response | Potency, µM (series often up to 154 µM), inactives show top-dose activation, actives largely listed as activators | 360,000 tested, 0.079% active; also: potency is read from the fitted curve at half-maximal effect; nearly all actives have a fitted effect of over 50% in size
Target sequence (Q8WZA2 whole entry, looked up): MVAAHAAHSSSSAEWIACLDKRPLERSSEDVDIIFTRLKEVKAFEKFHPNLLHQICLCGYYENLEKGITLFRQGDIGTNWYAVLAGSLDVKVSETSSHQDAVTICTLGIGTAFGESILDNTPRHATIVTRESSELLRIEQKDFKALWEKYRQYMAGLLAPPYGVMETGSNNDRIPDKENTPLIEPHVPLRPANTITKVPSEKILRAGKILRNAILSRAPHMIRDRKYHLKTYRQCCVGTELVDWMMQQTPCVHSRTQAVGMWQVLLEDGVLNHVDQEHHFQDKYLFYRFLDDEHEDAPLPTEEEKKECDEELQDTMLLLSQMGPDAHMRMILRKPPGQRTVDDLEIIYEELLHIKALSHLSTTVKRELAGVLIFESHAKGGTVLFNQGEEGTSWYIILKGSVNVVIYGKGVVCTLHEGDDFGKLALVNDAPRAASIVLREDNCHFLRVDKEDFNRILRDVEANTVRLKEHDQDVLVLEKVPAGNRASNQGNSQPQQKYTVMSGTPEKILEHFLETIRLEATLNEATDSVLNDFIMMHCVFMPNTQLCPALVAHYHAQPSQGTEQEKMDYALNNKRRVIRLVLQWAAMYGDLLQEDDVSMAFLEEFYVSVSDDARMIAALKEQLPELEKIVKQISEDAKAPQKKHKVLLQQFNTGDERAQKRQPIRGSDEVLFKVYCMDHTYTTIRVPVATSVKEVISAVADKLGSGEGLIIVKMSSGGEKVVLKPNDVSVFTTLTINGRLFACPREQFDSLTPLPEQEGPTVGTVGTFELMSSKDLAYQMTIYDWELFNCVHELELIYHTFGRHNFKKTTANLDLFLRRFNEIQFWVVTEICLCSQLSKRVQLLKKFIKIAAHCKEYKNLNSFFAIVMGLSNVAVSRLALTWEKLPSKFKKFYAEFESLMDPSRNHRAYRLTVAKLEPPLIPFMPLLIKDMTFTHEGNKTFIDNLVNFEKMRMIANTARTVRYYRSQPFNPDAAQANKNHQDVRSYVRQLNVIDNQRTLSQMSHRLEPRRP
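Nucleotide exchange monitored as fluorescence drop when BODIPY-GDP leaves Rap1B. Reaction: 100 nM EPAC2, 250 nM RAP1B-BODIPY-GDP, 50 uM GDP, room temperature, kinetic read over 30 min. Activity expressed relative to 6.5 mM cAMP.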
HepG2 tox – qHTS for Inhibitors of TGF-b: Cytotox Counterscreen. HepG2 CAGA-GFP viability, ATP luminescence, 18 h. Potency, µM (doses to about 46.1 µM), inactives show at the highest dose activity change, negative = cytotoxicity, hits mostly cytotoxic. AID 588856, 2011. 410,000 tested, 0.76% active; also: potency is read from the fitted curve at half-maximal effect; some results filed as inactive show a strong effect at the top dose
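HepG2 CAGA-GFP cells (1000/well, DMEM with 1% FBS) received compound, then TGF-beta at 500 pg/mL final, and were incubated 18 hours at 37 degrees C. Viability was read by CellTiter-Glo luminescence. Media-only wells were set as complete cell-killing and DMSO as no toxicity.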
* = called active by the depositor; i = inactive; u = inconclusive; x = no result given; & = joins results of further samples; ! = not confirmed by another sample; [ ] = remark or other dose. Unless noted, calls follow the shape of the dose curve; as a rule, active = well fitted curve in the direction sought with a large enough effect; inconclusive = small, poorly fitted or top-dose-only effect, or another doubt; inactive = no such curve, though single readings can be large; an effect the other way counts as inactive or inconclusive.

1. Oc1c(C=NCc2ccncc2)sc2ccccc12
2. CCOc1ccc(-c2nc(SC(C(C)=O)C(=O)N(C)C)c3c(=O)n(C)c(=O)n(C)c3n2)cc1 (stereo not given)
3. Cc1ccc2cccc(NC(=O)COc3ccccc3[N+](=O)[O-])c2n1
4. COc1ccccc1CNC(=O)C1CCN(S(=O)(=O)c2ccc(N3CCCC3=O)cc2)CC1
5. CCOc1ccccc1C(=O)NCCCn1ccnc1
assay / compound,1,2,3,4,5
IL2 activator,-0.6,x,x,0.3,-1.5
Nrf2 block,21%,x,-10%,14%,13%
ATXN2 expr inh,34%,11%,-2%,10%,-5%
Nrf2 activator,14µM*,0.2%,29%,-0.5%,0.4%
S2 tox,i,i,i,i,i
A549 tox,-13%,1%,4%,9%,0%
TGFb SMAD3 inh,-5%,3%,-1%,6%,-5%
EPAC2 ag,11%,x,x,4%,0%
HepG2 tox,-19%,6%,-8%,0%,6%

6. COc1ccc(NC(=O)NC(C)c2ccc3c(c2)OCO3)cc1OC (stereo not given)
7. O=C(O)CN(c1cccc(C(F)(F)F)c1)S(=O)(=O)c1ccccc1
8. COc1cc2c(cc1OC)CN(Cc1cc(=O)oc3cc(C)c(Cl)cc13)CC2
9. CCCS(=O)(=O)NC(=O)C1(C)CCCN(C(=O)CSc2ccccc2)C1 (stereo not given)
10. CC1(C(=O)N(CC(=O)NC2CCCC2)Cc2ccco2)CC(=O)N=C2C=CC=CN21 (stereo not given)
assay / compound,6,7,8,9,10
IL2 activator,1.8,0.6,-4.3,3.1,-2.7
Nrf2 block,-5%,6%,-8%,x,x
ATXN2 expr inh,3%,-13%,-19%,5%,13%
Nrf2 activator,-0.4%,-0.9%,0.3%,-0.8%,-0.5%
S2 tox,i,i,i,u,i
A549 tox,9%,-2%,3%,x,-4%
TGFb SMAD3 inh,15%,u,10%,29%,12%
EPAC2 ag,12%,9%,11%,4%,1%
HepG2 tox,-69%,-1%,4%,-1%,4%

11. NC(=O)c1cc2ccccc2o/c1=N\NC(=O)c1ccc(F)cc1
12. NC(=NC(=O)c1ccccc1)N1N=CCC1c1ccccc1 (stereo not given)
13. Cc1noc(C)c1C(=O)Nc1ccc2ccccc2c1
14. Cc1ccccc1C(=O)OCc1cc(=O)n2nc(C3CC3)sc2n1
15. CC1=NOC(=O)/C1=C\c1ccc2c(c1)OCO2
assay / compound,11,12,13,14,15
IL2 activator,-2.7,-0.2,-0.8,x,-3.3
Nrf2 block,u,23%,1%,-7%,6%
ATXN2 expr inh,-14%,22%,13%,40%[activator],10%
Nrf2 activator,u,0.1%,0.1%,4.0%,0.3%
S2 tox,i,i,i,i,i
A549 tox,0%,-3%,5%,10%,1%
TGFb SMAD3 inh,-2%,-20%,-2%,6%,u
EPAC2 ag,8%,-4%,18%,x,7%
HepG2 tox,-4%,-20%,3%,-44%,-30%

7 entries from above, sorted by heavy-atom count, high to low:
8. COc1cc2c(cc1OC)CN(Cc1cc(=O)oc3cc(C)c(Cl)cc13)CC2
9. CCCS(=O)(=O)NC(=O)C1(C)CCCN(C(=O)CSc2ccccc2)C1 (stereo not given)
6. COc1ccc(NC(=O)NC(C)c2ccc3c(c2)OCO3)cc1OC (stereo not given)
7. O=C(O)CN(c1cccc(C(F)(F)F)c1)S(=O)(=O)c1ccccc1
12. NC(=NC(=O)c1ccccc1)N1N=CCC1c1ccccc1 (stereo not given)
13. Cc1noc(C)c1C(=O)Nc1ccc2ccccc2c1
15. CC1=NOC(=O)/C1=C\c1ccc2c(c1)OCO2
assay / compound,8,9,6,7,12,13,15
IL2 activator,-4.3,3.1,1.8,0.6,-0.2,-0.8,-3.3
Nrf2 block,-8%,x,-5%,6%,23%,1%,6%
ATXN2 expr inh,-19%,5%,3%,-13%,22%,13%,10%
Nrf2 activator,0.3%,-0.8%,-0.4%,-0.9%,0.1%,0.1%,0.3%
S2 tox,i,u,i,i,i,i,i
A549 tox,3%,x,9%,-2%,-3%,5%,1%
TGFb SMAD3 inh,10%,29%,15%,u,-20%,-2%,u
EPAC2 ag,11%,4%,12%,9%,-4%,18%,7%
HepG2 tox,4%,-1%,-69%,-1%,-20%,3%,-30%

Further entries
16. CCCNC(=O)c1ccc(CN2CCOCC2)cc1
17. NNC(=O)c1ccc(-c2cccc([N+](=O)[O-])c2)o1
18. Cn1cnnc1SCCOc1ccc(Cl)cc1
19. COCC(C)n1c(-c2ccc3c(c2)NC(=O)CO3)csc1=Nc1ccc(OC(F)F)cc1 (stereo not given)
20. COc1ccc(NC(=O)CN(C)C(=O)C23CC4CC(CC(C4)C2)C3)cc1
assay / compound,16,17,18,19,20
IL2 activator,-0.8,-1.2,-1.0,-0.9&-2.4,-0.4
Nrf2 block,18%,-11%,u,10µM*,-8%
ATXN2 expr inh,14%,3%[11.3 µM],-13%,-39%&-35%,1%
Nrf2 activator,-0.1%,0.1%,0.7%,12%&3.6%,0.0%
S2 tox,i,u,i,i,u
A549 tox,1%,-1%,2%,u,-2%
TGFb SMAD3 inh,14%,-2%,-2%,u,4%
EPAC2 ag,1%,0%,4%,1%&-2%,2%
HepG2 tox,1%,-5%,-18%,13µM*!,-18%

21. COc1cccc(C(=O)N(Cc2cc3cc(C)ccc3[nH]c2=O)CC2CCCO2)c1 (stereo not given)
22. CCOc1ccc(S(=O)(=O)N2CCCC(C(=O)Nc3cc(C)cc(C)c3)C2)cc1 (stereo not given)
23. COc1cc(NS(=O)(=O)c2ccc(NC(=S)NC(=O)C(C)(C)C)cc2)nc(OC)n1
24. Cc1cccc(C)c1NC(=O)CNC(=O)c1cn(-c2ccccc2)nc1-c1ccccc1
25. COc1ccccc1N1CCN(C/C(O)=C(\C#N)c2nc(-c3ccccc3)cs2)CC1
assay / compound,21,22,23,24,25
IL2 activator,-1.5,-0.4,-2.8,2.1,-1.5
Nrf2 block,-1%,-5%,x,-1%,-20%
ATXN2 expr inh,1%,-11%,10%,18%,-3%
Nrf2 activator,-0.5%,0.1%,-0.2%,0.0%,-0.5%
S2 tox,i,i,i,i,i
A549 tox,-11%,5%,6%,-10%,10%
TGFb SMAD3 inh,4%,-18%,-5%,3%,2%
EPAC2 ag,5%,0%,2%,-4%,5%
HepG2 tox,-9%,-34%,3%,30%,-11%

26. COc1ccc(Cn2c(C)nnc2-c2cnn(C)c2N)cc1OC
27. Cc1ccc2c(c1)NC(=O)CC(c1ccccc1)=N2
28. Cc1ccc(NC(=O)N2CCCC2C(=O)NCCC2=CCCCC2)cc1 (stereo not given)
29. Cc1cc(NC(=O)c2ccccc2F)n(-c2nc3ccccc3[nH]2)n1
30. CC(=O)Nc1nc2c(F)cccc2s1
assay / compound,26,27,28,29,30
IL2 activator,-1.2,-0.2,-0.5,-0.1,0.6
Nrf2 block,-1%,29%,3%,-29%,u
ATXN2 expr inh,2%,54%[activator],x,1%,-11%
Nrf2 activator,0.2%,3.8%,-1.5%,8.8%,0.4%
S2 tox,i,i,x,i,u
A549 tox,1%,-6%,-10%,-1%,-1%
TGFb SMAD3 inh,12%,-6%,-1%,-5%,-10%
EPAC2 ag,-3%,0%,-1%,-4%,5%
HepG2 tox,-6%,1%,3%,-30%,-5%

31. Cc1ccc(S(=O)(=O)N2CCN(C(=O)N3CCOCC3)C2c2ccc(N(C)C)cc2)cc1 (stereo not given)
32. COc1ccccc1NC(=S)N(CCc1nc2cc(C)c(C)cc2[nH]1)Cc1cccnc1
33. Cc1c(C)[n+](=O)c2c(n1[O-])CCC2
34. Cn1c(=O)c2[nH]c(=O)cnc2n(C)c1=S
35. Cc1cc(C(=O)NNC(=O)COc2c(C)cc(Br)cc2C)n[nH]1
assay / compound,31,32,33,34,35
IL2 activator,2.0,0.4,-0.1,0.7,-3.4
Nrf2 block,5%,-1%,11%,10%,2%
ATXN2 expr inh,3%,3%,2%,2%,4%
Nrf2 activator,0.1%,-0.1%,0.1%,-0.2%,0.0%
S2 tox,i,i,i,i,i
A549 tox,-5%,6%,1%,3%,0%
TGFb SMAD3 inh,-3%,u,-2%,-12%,-1%
EPAC2 ag,-2%,15%,0%,13%,7%
HepG2 tox,-5%,-12%,6%,-4%,-2%

36. CCC(=O)N1CCc2cc(Br)cc(S(=O)(=O)N3CCCC(C(=O)NCc4ccc(OC)cc4)C3)c21 (stereo not given)
37. CC(=O)C1=C(C)NC(SCC(=O)c2ccc(Cl)c(Cl)c2)=C(C#N)C1c1ccco1 (stereo not given)
38. Cc1ccc(C(=O)N/C(=C\c2cccs2)C(=O)NCCCn2ccnc2)cc1C
39. CC(=O)N1CCN(c2ccc(NC(=O)COc3ccc(Cl)cc3Cl)cc2)CC1
40. CCC(C)c1ccccc1N1CC(C(=O)N(C)CC(=O)Nc2cccc(F)c2)CC1=O (stereo not given)
41. CCOC(=O)N1CCN(C(=O)C[C@@H]2C[C@@]3(C(=O)OCC)CCCC=C3N(Cc3ccco3)C2=O)CC1
42. CCOc1cc(C(=O)N/N=C\c2cn(CC)nc2C)cc(OCC)c1OCC
assay / compound,36,37,38,39,40,41,42
IL2 activator,x,1.4,-0.2,-2.3,1.9,0.5,-5.8
Nrf2 block,u,u,-2%,u,u,x,-8%
ATXN2 expr inh,-2%,-17%,-3%,-33%,1%,4%,7%
Nrf2 activator,0.2%,4.3%,-0.3%,0.3%,-0.1%,-0.2%,-0.5%
S2 tox,i,i,i,i,i,i,i
A549 tox,-5%,-29%,-3%,-30%,-16%,x,5%
TGFb SMAD3 inh,-22%,27%,-7%,-2%,12%,x,-12%
EPAC2 ag,x,15%,7%,2%,-8%,2%,10%
HepG2 tox,-19%,1%,1%,-16%,-5%,x,12%

Screening data (PubChem)
